Assay outcomes from PubChem.
T cell HTS: modulates CD8 T cell binding to vesicles | 2C CD8+ T cell-vesicle binding, flow cytometry; active compounds read low | calls only at 7 µM | hit rate 0.068% among 330,000;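 active means response, share of CD8 T cells binding vesicles, and their 90th percentile fluorescence all below set limits, cut at about 80% in these data, passing the limit was not always enough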
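Material: 2C TCR transgenic mouse naive CD8+ T cells, MACS-purified. Also added: QL9-charged Drosophila Ld/ICAM-1/B7-1 vesicles. Timing: binding 1.5 h at 37 °C. Measured by: high-throughput flow cytometry with anti-B7-1 and anti-CD8 staining. Read-out: percent CD8+ FL2 mean versus row control. Controls: Unloaded micro-vesicles (low), QL9 vesicles with 0.7% DMSO (high).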
Insulin prom up: MIN6 insulin promoter up-regulation. MIN6 insulin promoter-GFP reporter, high-content imaging; active compounds read high. AID 1625. z-score at 5 µM. hit rate 0.3% among 190,000;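 active means z-score above 3 at 5 µM with at least 500 cells counted in the well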
WT yeast gro inh: growth inhibition of WT yeast, mitochondrial fusion screen; inhibition, % at 10 µM; AID 1362; mitochondrial fusion phenotypic screen, WT strain; hit rate 2.1% among 190,000; in the data active means inhibition above about 58%; tested in S. cerevisiae
Myeloid diff 2: promotes myeloid progenitor differentiation; ER-HoxA9 myeloid progenitors, lysozyme-GFP differentiation, flow cytometry; calls only at 10 µM; hit rate 1% among 360,000; AID 624256;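 active means normalized GFP-positive differentiation at or above the plate's own cutoff, the solvent-only control mean plus 3 SD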;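 further: cells exposed to compound for four days before flow analysis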
MT stabilizer: microtubule stabilizers in HeLa cells; hit rate 0.83% among 200,000; AID 2205; % tubulin-high responders, % at 10 µM; HeLa tubulin immunostaining HCS, 24 h; share of cells brighter than vehicle mean+2SD;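 active means plate Z-score above 3 for both tubulin-high and condensed-nucleus cell shares, with cell loss under 80%, at 10 µM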;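 further: anti alpha tubulin signal scored within the nucleus-defined area of each cell; some results filed as inactive read as strong as hits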
Hep lipid drop: modulators of hepatic lipid droplet formation. AML12 mouse hepatocytes, oleate lipid droplets, BODIPY imaging. inhibition, % at 6.5 µM. hit rate 0.4% among 240,000. AID 1656;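 active means lipid droplet intensity inhibited by at least 50%, with more than 500 cells counted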
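Technique: fluorescence imaging, 20x objective, two fields per well / Assay system: AML12 hepatocytes (mouse) / Measure: % inhibition of lipid droplet signal / Doses: 6.5 µM single-point dosing / Incubation: overnight exposure / Reagent: 100 µM oleic acid challenge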
West Nile virus CPE: inhibition of WNV-induced cytopathic effect – cell-based, CPE readout (AID 1621); West Nile virus-infected cells, CPE inhibition; higher % means a stronger effect; CPE inhibition, % at 10 µM, or IC50 in µM where a hit was titrated; hit rate 0.02% among 290,000; in the data active means a potency from the dose series; further: strong numbers were not always called active
bCat nuc transl: alters nuclear translocation of beta-catenin in HeLa cells; immunofluorescence imaging; hit rate 0.3% among 190,000; nuclear translocation activity, % at 5 µM; AID 1665;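 active means nuclear translocation activity above 50% at 5 µM, with a well cell count of 50 or more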;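 further: per-cell ratio of nuclear to cytoplasmic median beta-catenin stain intensity; plate controls were DMSO negative control for no effect and GSK-3 inhibitor IX positive control for full effect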
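Test system: HeLa cells, endogenous beta-catenin; Compound: single 5 µM dose plus 0.02–20 µM confirmation series; Times: compound exposure 24 h at 37°C; Signal: fluorescence imaging of beta-catenin antibody stain plus DAPI; Read-out: % activation, nuclear-to-cytoplasmic median beta-catenin signal ratio per cell.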
Autophagy HCS: autophagy modulation, high-content screen | MEF GFP-LC3 puncta imaging; test concentration mostly 10 µM | calls only at 10 µM (by protocol) | hit rate 0.98% among 190,000 | AID 463193;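 active means percentage of spot-positive cells more than 3 SD above its plate mean, without a fluorescence outlier flag or 80% toxicity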;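 further: spot-positive cell cutoff set from DMSO-treated cells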
WT yeast gro inh mutant strain: recorded beside WT yeast gro inh, whose call it bears; inhibition, %; mitochondrial fusion phenotypic screen, mutant strain inhibition
Insulin prom up cell count: recorded beside Insulin prom up, whose call it bears; cell count; measured here: cytotoxicity, nuclei count;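 total cells summed across four imaged fields per well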
Hep lipid drop cells 6.5 µM: second read-out of Hep lipid drop, no call of its own (marks repeat the call); cell count; measured here: cell count, cytotoxicity flag;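 cells counted across two imaged fields per well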
bCat nuc transl cell count 5 µM: further read-out of bCat nuc transl, marked with its call; cell count; measured here: cell count, cytotoxicity flag
T cell HTS vesicle-bound %: also measured in T cell HTS; calls as there; double positive events, %; measured here: CD8+ vesicle-bound cell fraction;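 binding gate set so that unloaded-vesicle control wells show 10% double positive cells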
MT stabilizer Hoechst-high %: recorded beside MT stabilizer, whose call it bears; % Hoechst-high responders; measured here: nuclear condensation Hoechst responders;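 share of cells brighter than vehicle mean plus two SD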
MT stabilizer cytotoxicity %: recorded beside MT stabilizer, whose call it bears; toxicity, %; measured here: cytotoxicity by cell density;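 0% = mean cell density of plate MIN control wells and 100% = no cells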
Autophagy HCS cell loss 18 h: also measured in Autophagy HCS; calls as there; toxicity, %; measured here: cell loss, nuclei count;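 cell loss after 18 h compound exposure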
Myeloid diff 2 GFP+ MAC1+ %: further read-out of Myeloid diff 2, marked with its call; GFP+ MAC1+ double positive, %; measured here: differentiation confirmed by MAC1 staining
The depositor's hits bear a star; i = inactive; . = not tested or not shown.

molecule | bCat nuc transl cell count 5 µM | WT yeast gro inh mutant strain | Myeloid diff 2 GFP+ MAC1+ % | Autophagy HCS cell loss 18 h | MT stabilizer Hoechst-high % | bCat nuc transl | Myeloid diff 2 | T cell HTS vesicle-bound % | WT yeast gro inh | West Nile virus CPE | MT stabilizer cytotoxicity % | MT stabilizer | Insulin prom up | Hep lipid drop cells 6.5 µM | Autophagy HCS | T cell HTS | Hep lipid drop | Insulin prom up cell count
CN(C(=O)Cc1noc2ccccc12)c1ccccc1 | 490 | -8 | 0.7 | 12 | 3.5 | 1.3 | i | 6 | 0 | -0.2% | 6.5 | 3.8 | 0.77 | 768 | i | i | 2 | 1237
CCCS(=O)(=O)c1nc(S(=O)(=O)c2ccc(C)cc2)c(N2CCN(CCO)CC2)s1 | . | . | 3.0 | . | . | . | i | 11 | . | 0.8% | . | . | . | 720 | . | i | -2 | .
COc1ccccc1N1CCN(S(=O)(=O)c2cnc[nH]2)CC1 | 1139 | 3 | 2.1 | -2 | 2.5 | -4.9 | i | 19 | 4 | -0.1% | 6.4 | 3.6 | 0.96 | . | i | i | . | 993
COc1ccc(S(=O)(=O)N2CCOC2CNC(=O)C(=O)NCCCc2ccccc2)cc1 (stereo not drawn) | . | . | 6.4 | . | . | . | i | 17 | . | -1.5% | . | . | . | 674 | . | i | -14 | .
O=C(NC(Cc1ccccc1)C(=O)O)C1CCN(S(=O)(=O)c2ccccc2C(F)(F)F)CC1 (stereo not drawn) | . | . | 0.3 | . | . | . | i | 47 | . | 0.6% | . | . | . | 736 | . | i | 30 | .
Cc1ccccc1NC(=O)Cn1cccc1 | 957 | -2 | 9.0 | 4 | 3.7 | -4.9 | i | 21 | 9 | 0.5% | 8.3 | 6.1 | -0.15 | . | i | i | . | 1515
COc1ccc(-c2ncc3ccccn23)cc1 | 898 | -57 | 1.8 | -2 | 2.8 | 2.1 | i | 23 | 12 | 0.1% | 5.2 | 4.5 | . | 697 | i | i | -20 | .

As a short view, part of the list above.
molecule | bCat nuc transl cell count 5 µM | WT yeast gro inh mutant strain | Myeloid diff 2 GFP+ MAC1+ % | Autophagy HCS cell loss 18 h | MT stabilizer Hoechst-high % | bCat nuc transl | Myeloid diff 2 | T cell HTS vesicle-bound % | WT yeast gro inh | West Nile virus CPE | MT stabilizer cytotoxicity % | MT stabilizer | Insulin prom up | Hep lipid drop cells 6.5 µM | Autophagy HCS | T cell HTS | Hep lipid drop | Insulin prom up cell count
CN(C(=O)Cc1noc2ccccc12)c1ccccc1 | 490 | -8 | 0.7 | 12 | 3.5 | 1.3 | i | 6 | 0 | -0.2% | 6.5 | 3.8 | 0.77 | 768 | i | i | 2 | 1237
CCCS(=O)(=O)c1nc(S(=O)(=O)c2ccc(C)cc2)c(N2CCN(CCO)CC2)s1 | . | . | 3.0 | . | . | . | i | 11 | . | 0.8% | . | . | . | 720 | . | i | -2 | .
COc1ccccc1N1CCN(S(=O)(=O)c2cnc[nH]2)CC1 | 1139 | 3 | 2.1 | -2 | 2.5 | -4.9 | i | 19 | 4 | -0.1% | 6.4 | 3.6 | 0.96 | . | i | i | . | 993
COc1ccc(S(=O)(=O)N2CCOC2CNC(=O)C(=O)NCCCc2ccccc2)cc1 (stereo not drawn) | . | . | 6.4 | . | . | . | i | 17 | . | -1.5% | . | . | . | 674 | . | i | -14 | .
O=C(NC(Cc1ccccc1)C(=O)O)C1CCN(S(=O)(=O)c2ccccc2C(F)(F)F)CC1 (stereo not drawn) | . | . | 0.3 | . | . | . | i | 47 | . | 0.6% | . | . | . | 736 | . | i | 30 | .
Cc1ccccc1NC(=O)Cn1cccc1 | 957 | -2 | 9.0 | 4 | 3.7 | -4.9 | i | 21 | 9 | 0.5% | 8.3 | 6.1 | -0.15 | . | i | i | . | 1515
